PriA SSB inh: blocks PriA binding to SSB C-terminal tail. AlphaScreen SSBct-PriA binding, biotinylated peptide. inhibition, % at 33 µM. actives 0.6% (n = 430,000). AID 1272365; in the data active means inhibition mostly above about 37%, no sharp cut-off; inactive means mostly below about 20%;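 further: plate controls were negative control peptide for no effect and reference peptide for full effect; strong numbers were not always called active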
BoNT A protease: inhibitors of Botulinum neurotoxin A light chain protease; multiplex microsphere protease substrate cleavage, flow cytometry; inhibition, % at 10 µM; actives 0.17% (n = 360,000); AID 588499; further: plate controls were buffer without enzyme for full effect and enzyme alone for no effect
TcdB GH inh: TcdB glycohydrolase inhibition; TcdB glycohydrolase enzymatic assay, plate reader; inhibition, % at 9.99 µM; actives 0.24% (n = 350,000); in the data active means inhibition above about 10%
PfHsp40 yeast: rescue of PfHsp40-mediated yeast toxicity; S. cerevisiae expressing PfHsp40, growth rescue, ATP luminescence; actives 0.68% (n = 340,000); growth rescue, % at 12.5 µM; AID 504582; in the data active means growth rescue above about 28%, passing the limit was not always enough; inconclusive means no clear call, values can overlap the other calls;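 further: yeast W303a lacking pdr1 and pdr3 grown in galactose medium; growth measured after three days at 30 °C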
SARS 3CLpro inh: SARS-CoV 3CLpro protease inhibition. P0C6X7. AID 1706. actives 0.14% (n = 290,000). inhibition, % at 6 µM. recombinant SARS-CoV 3CLpro, quenched FRET peptide cleavage; in the data active means inhibition above about 12%
Anthrax LF prot: blocks Bacillus anthracis lethal factor protease. P15917. inhibition, % at 10 µM. multiplex microsphere protease cleavage assay, LF. actives 0.12% (n = 360,000); further: plate controls were buffer without enzyme for full effect and enzyme alone for no effect
Y pestis TopoI: blocks Yersinia pestis topoisomerase I activity; Y. pestis Topo-I cleavage product accumulation, plate reader; activity, % at 10 µM; actives 0.064% (n = 360,000); AID 504884; in the data active means activity above about 50%, passing the limit was not always enough; inconclusive means no clear call, values can overlap the other calls; further: inactives centre near 2
Vc quorum ag: induces V. cholerae light production without autoinducers. V. cholerae BH1578 lux reporter, luminescence, 6 h. activation, % at 18.7 µM. actives 0.16% (n = 350,000); in the data active means activation mostly above about 9.7%, no sharp cut-off; inconclusive means no clear call, values can overlap the other calls; inactive means mostly below about 3.7%; further: not every result past the cut was called active; inactives centre near 0; reference of the scale not given here
PrPC surface inh: reduces human prion protein on the cell surface; cell surface PrPC, TR-FRET read-out; inhibition, % at 13.8 µM; actives 0.43% (n = 370,000); in the data active means inhibition above about 24%; further: 0% = median of the test wells and 100% = reference compound wells
Active calls of the source: *; i = inactive; ? = inconclusive; nt = no result given. Unless noted, no stated cut-off is given here; in the data, active means inhibition above about 30%; inconclusive means no clear call, values can overlap the other calls; inactive means below that. Not all compounds are listed, so the mix of outcomes need not match the whole.

1: CCCS(=O)(=O)c1c(S(=O)(=O)CCC)c2cnccn2c1C(=O)c1ccc(OC)cc1
2: COc1ccc(N=C(C)c2c(O)[nH]c(=O)[nH]c2=O)cc1
3: CCOC(=O)C1CCN(S(=O)(=O)c2cc(Br)cc3c2N(C(C)=O)C(C)C3)CC1 (stereo unspecified)
4: O=c1[nH]c2ccc(NC(=S)Nc3ccc(F)cc3)cc2[nH]1
5: CC(C)(C)c1ccc(C(=O)OCC(=O)NC2CC2)cc1
assay / compound,1,2,3,4,5
PriA SSB inh,-9.4,1.2,-4.5,-3.2,-6.5
BoNT A protease,0.9,?,0.3,-0.1,-2.6
TcdB GH inh,-0.6,-0.3,nt,3.7,2.6
PfHsp40 yeast,0.1,0.9,-0.8,-1.2,0.2
SARS 3CLpro inh,1.6,1.1,0.1,0.0,nt
Anthrax LF prot,11.6,-7.1,2.0,-0.8,-0.5
Y pestis TopoI,6.1,-1.2,14.0,-9.7,2.5
Vc quorum ag,i,i,-0.4,i,25.8
PrPC surface inh,6.4,-5.7,5.3,1.1,2.5

6: O=C(O)c1ccc(-n2[nH]c3c(c2=O)CCCC3)cc1
7: CCOC(=O)c1c(-c2ccc(OC)cc2)cn2ccccc12
8: COc1ccccc1CNC(=O)Nc1nc(C(N)Cc2ccc(Cl)cc2)cs1 (stereo unspecified)
9: CCOC(=O)C1=C(C)N(C)C(=S)NC1c1cc(OC)ccc1OC (stereo unspecified)
10: CC1=C(C(=O)N2CCOCC2)CC(CC(=O)NCc2ccco2)C(=O)N1Cc1ccc(F)cc1 (stereo unspecified)
assay / compound,6,7,8,9,10
PriA SSB inh,-9.1,1.1,nt,5.4,nt
BoNT A protease,-0.5,-0.9,-0.7,-1.1,-0.3
TcdB GH inh,0.2,0.7,0.9,0.2,0.4
PfHsp40 yeast,-1.4,1.0,nt,-1.5,nt
SARS 3CLpro inh,2.1,2.4,nt,-0.1,nt
Anthrax LF prot,-2.9,-0.3,-2.9,0.8,-2.7
Y pestis TopoI,-2.2,-3.2,1.4,-0.8,1.1
Vc quorum ag,-0.3,-1.6,i,-0.7,-0.5
PrPC surface inh,-0.6,-2.5,-12.4,5.2,-0.5

11: O=C(Nc1cccc2ncccc12)c1cc2ccccc2o1
12: COc1cc(NC(=S)NC(=O)c2ccco2)ccc1NC(=O)C(C)C
13: COc1ccc(CC2(CO)CCN(S(=O)(=O)N(C)C)CC2)cc1
14: CC(=O)N1c2ccccc2NC(=O)C1(C)C
15: COC(=O)Cn1cc(S(=O)(=O)NCc2ccc(C)cc2)c2cc([N+](=O)[O-])ccc21
assay / compound,11,12,13,14,15
PriA SSB inh,2.8,-5.1,-2.2,-19.1,-2.6
BoNT A protease,0.4,-0.9,-0.5,0.1,-1.2
TcdB GH inh,nt,0.8,2.2,nt,0.4
PfHsp40 yeast,-1.5,-0.5,-1.3,-0.9,0.0
SARS 3CLpro inh,3.8,-0.2,2.9,-2.1,-3.8
Anthrax LF prot,-2.0,-3.4,0.7,-1.3,-10.5
Y pestis TopoI,-10.2,-5.8,2.7,-0.3,18.7
Vc quorum ag,nt,-0.5,0.1,i,-0.5
PrPC surface inh,8.1,-5.6,0.3,-2.5,6.7

16: CC(C)(C)c1nc2ccc([N+](=O)[O-])cc2[nH]1
17: Cc1ccccc1-n1nc(-c2cccnc2)cc1C(=O)NN
18: CC(c1ccco1)N(C(=O)c1ccccc1NS(=O)(=O)c1cccc([N+](=O)[O-])c1)c1ccccn1 (stereo unspecified)
19: COCCN(C(=O)c1csnn1)C(C(=O)NC(C)(C)C)c1cccc(OC)c1 (stereo unspecified)
20: CC(C)C1CC(CCN)(Cc2ccccc2)CCO1 (stereo unspecified)
assay / compound,16,17,18,19,20
PriA SSB inh,-18.3,-1.2,16.8,-2.9,-13.4
BoNT A protease,0.6,-0.9,-0.2,-0.7,-0.2
TcdB GH inh,-2.4,0.2,nt,nt,0.2
PfHsp40 yeast,-0.2,-0.7,?,-0.3,-2.3
SARS 3CLpro inh,-4.4,0.2,0.5,3.0,2.8
Anthrax LF prot,6.4,-0.3,-3.0,-4.9,-10.1
Y pestis TopoI,-4.2,2.5,3.1,6.9,-0.7
Vc quorum ag,-0.3,i,i,-0.6,-0.4
PrPC surface inh,-5.4,-2.1,nt,6.0,5.3

21: O=C(Nc1ccc(N2CCOCC2)cc1N1CCOCC1)c1ccc([N+](=O)[O-])cc1
22: O=C(Nc1ccc(S(=O)(=O)N2CCCC2)cc1)c1ccc(OCC2CCCO2)cc1 (stereo unspecified)
23: COc1cccc(/C=N/NC(=O)c2[nH]nc3c2CCc2ccccc2-3)c1O
24: O=C(O)Cc1ccc(O)c(F)c1
25: CCOC(=O)C1=C(C)NC2=C(C(=O)OC2)C1c1ccccc1 (stereo unspecified)
assay / compound,21,22,23,24,25
PriA SSB inh,0.1,3.4,nt,-4.4,-2.8
BoNT A protease,-0.8,0.3,1.1,0.0,-0.8
TcdB GH inh,nt,0.0,nt,0.9,-1.2
PfHsp40 yeast,-0.1,-0.6,-0.8,-0.6,0.3
SARS 3CLpro inh,-6.2,6.4,2.0,-1.3,-3.0
Anthrax LF prot,0.8,-2.1,2.4,-3.4,-0.5
Y pestis TopoI,1.5,11.4,10.4,-1.5,-7.4
Vc quorum ag,5.6,-0.2,-0.2,15.3,i
PrPC surface inh,-7.7,2.2,nt,6.8,11.0

26: COc1ccc(S(=O)(=O)Nc2cccc(N(C)S(C)(=O)=O)c2)cc1C
27: O=Cc1c(NCCN2CCCC2)c2ccccc2[nH]c1=O
28: CCc1ccc(C2N3CC4([N+](=O)[O-])CN2CC([N+](=O)[O-])(C3)C4(C)C)cc1 (stereo unspecified)
29: O=C(CSc1nnc(-c2ccco2)o1)c1ccccc1
30: OCCC1CN(CC#Cc2ccccc2)CCN1C1CCCC1 (stereo unspecified)
assay / compound,26,27,28,29,30
PriA SSB inh,-0.6,-10.7,-5.4,6.1,-10.2
BoNT A protease,-0.3,-3.2,0.7,1.5,-0.3
TcdB GH inh,nt,1.7,1.6,nt,-1.2
PfHsp40 yeast,1.4,0.0,1.1,0.5,0.0
SARS 3CLpro inh,0.9,4.0,-3.7,1.9,-5.1
Anthrax LF prot,1.1,2.3,0.9,-5.7,1.1
Y pestis TopoI,4.1,-2.1,-0.5,-9.4,1.8
Vc quorum ag,i,-0.3,-0.4,i,-0.6
PrPC surface inh,3.1,6.1,-5.1,4.4,7.1

31: COc1cc(NC(=O)c2ccccc2F)c(OC)cc1NC(=O)CN1CCOCC1
32: COc1ccc(OC)c(NC(=S)N2CCN(C/C=C/c3ccccc3)CC2)c1
33: C[N+]1=C2CCCCCN2C(O)(c2ccccc2)C1 (stereo unspecified)
34: COc1cc(C(=O)Nc2cccc(S(=O)(=O)N3CCCC3)c2)c([N+](=O)[O-])cc1OC
35: Cc1ccc(OCC(=O)NNC(=O)c2cc(S(=O)(=O)N(C)C)ccc2N2CCCC2)cc1
assay / compound,31,32,33,34,35
PriA SSB inh,4.2,27.2,-7.8,5.1,nt
BoNT A protease,-0.7,0.6,-0.5,4.2,0.1
TcdB GH inh,-1.0,nt,0.5,0.4,0.3
PfHsp40 yeast,0.2,-0.1,-0.5,-1.0,nt
SARS 3CLpro inh,4.6,0.5,-1.2,nt,nt
Anthrax LF prot,-6.2,0.4,1.1,3.2,1.1
Y pestis TopoI,2.6,21.0,7.7,-13.1,5.5
Vc quorum ag,-0.2,-0.3,-5.0,-5.0,i
PrPC surface inh,-5.3,2.8,3.3,-20.1,-10.7

36: CCc1nnc(N2C(=O)c3ccc(Oc4ccc([N+](=O)[O-])cc4)cc3C2=O)s1
37: Cc1ccc(F)c(NC(=O)C2CCCCC2C(=O)O)c1 (stereo unspecified)
38: O=C(CSc1ncc(C(F)(F)F)cc1Cl)N1CCN(S(=O)(=O)c2ccccc2)CC1
39: CCCOC(=O)Nc1ccc([As](=O)(O)O)cc1NC(=O)OCCC
40: COc1ccc(-c2csc(NC(=O)CN3C(=O)C4CCCCC4C3=O)n2)cc1OC (stereo unspecified)
assay / compound,36,37,38,39,40
PriA SSB inh,-12.1,13.9,-6.9,-0.3,8.2
BoNT A protease,-0.1,0.5,0.1,-5.5,-3.2
TcdB GH inh,-0.2,nt,nt,0.5,1.2
PfHsp40 yeast,2.8,1.2,2.9,1.4,-2.0
SARS 3CLpro inh,-0.4,8.6,10.5,2.0,-1.0
Anthrax LF prot,1.3,-0.6,-0.1,11.0,1.2
Y pestis TopoI,-4.2,0.5,-3.0,1.2,-5.5
Vc quorum ag,-0.4,-0.6,2.4,-1.2,-12.5
PrPC surface inh,-4.2,-6.6,7.2,4.8,-0.7

41: Cc1ccc(NC(=S)N2CCCCCC2)c(C)c1
42: COC(=O)c1sc(NC(=O)c2oc3ccccc3c2C)nc1C
43: Cc1ccccc1NC(=O)c1cc(S(=O)(=O)N2CCCCC2)ccc1N1CCOCC1
44: CCn1c(O)c(C=NCCN2CCOCC2)sc1=S
45: CCO/C(C)=C1\N=C(c2ccc(Cl)cc2)OC1=O
assay / compound,41,42,43,44,45
PriA SSB inh,-5.5,3.6,nt,-16.3,0.8
BoNT A protease,-1.9,0.4,-0.4,0.1,-0.4
TcdB GH inh,0.8,nt,0.4,nt,nt
PfHsp40 yeast,-1.5,0.6,nt,-1.6,0.8
SARS 3CLpro inh,-2.8,-4.0,nt,-6.3,8.2
Anthrax LF prot,6.0,-5.1,-3.8,1.3,3.8
Y pestis TopoI,4.8,-1.7,11.3,-0.2,-4.7
Vc quorum ag,i,1.5,-0.3,i,i
PrPC surface inh,-4.8,0.4,8.0,-4.8,7.6

7 of these compounds, reformatted.
| entry | smiles | PriA SSB inh | BoNT A protease | TcdB GH inh | PfHsp40 yeast | SARS 3CLpro inh | Anthrax LF prot | Y pestis TopoI | Vc quorum ag | PrPC surface inh |
| --- | --- | --- | --- | --- | --- | --- | --- | --- | --- | --- |
| 1 | CCCS(=O)(=O)c1c(S(=O)(=O)CCC)c2cnccn2c1C(=O)c1ccc(OC)cc1 | -9.4 | 0.9 | -0.6 | 0.1 | 1.6 | 11.6 | 6.1 | i | 6.4 |
| 2 | COc1ccc(N=C(C)c2c(O)[nH]c(=O)[nH]c2=O)cc1 | 1.2 | ? | -0.3 | 0.9 | 1.1 | -7.1 | -1.2 | i | -5.7 |
| 3 | CCOC(=O)C1CCN(S(=O)(=O)c2cc(Br)cc3c2N(C(C)=O)C(C)C3)CC1 (stereo unspecified) | -4.5 | 0.3 | nt | -0.8 | 0.1 | 2.0 | 14.0 | -0.4 | 5.3 |
| 4 | O=c1[nH]c2ccc(NC(=S)Nc3ccc(F)cc3)cc2[nH]1 | -3.2 | -0.1 | 3.7 | -1.2 | 0.0 | -0.8 | -9.7 | i | 1.1 |
| 5 | CC(C)(C)c1ccc(C(=O)OCC(=O)NC2CC2)cc1 | -6.5 | -2.6 | 2.6 | 0.2 | nt | -0.5 | 2.5 | 25.8 | 2.5 |
| 6 | O=C(O)c1ccc(-n2[nH]c3c(c2=O)CCCC3)cc1 | -9.1 | -0.5 | 0.2 | -1.4 | 2.1 | -2.9 | -2.2 | -0.3 | -0.6 |
| 7 | CCOC(=O)c1c(-c2ccc(OC)cc2)cn2ccccc12 | 1.1 | -0.9 | 0.7 | 1.0 | 2.4 | -0.3 | -3.2 | -1.6 | -2.5 |

(listing goes on)
46: Cc1cc(NC(=O)c2cncc(Br)c2)n(-c2ccccn2)n1
47: COc1c(F)c(F)c(C(=O)Nc2ccccc2N2CCN(C(C)=O)CC2)c(F)c1F
48: CN(Cc1nccn1C)C(=O)CC1C(=O)NCCN1Cc1cccc(Oc2ccccc2)c1 (stereo unspecified)
49: O=c1[nH]cnc(O)c1C(c1ccc([N+](=O)[O-])cc1)c1c(O)nc[nH]c1=O
assay / compound,46,47,48,49
PriA SSB inh,-20.6,-0.1,8.7,-11.6
BoNT A protease,-0.8,1.1,-0.5,?
TcdB GH inh,nt,nt,0.2,0.3
PfHsp40 yeast,-0.1,-3.0,-0.4,0.0
SARS 3CLpro inh,3.4,1.1,-2.9,1.8
Anthrax LF prot,-2.0,-3.4,0.0,16.2
Y pestis TopoI,-1.7,-8.3,-0.7,2.0
Vc quorum ag,0.3,i,i,-0.6
PrPC surface inh,-2.8,-9.1,-2.8,-13.5

Assay outcomes (PubChem BioAssay)
